SIRT5 block: SIRT5 desuccinylase inhibitors, primary screen, biochemical, fluorescence imaging, single point, set 5. NAD-dependent protein deacylase sirtuin-5, mitochondrial (Homo sapiens), Q9NXA8. Purified SirT5, succinyl-peptide AMC, trypsin-coupled fluorescence. actives 1.1% (n = 330,000). inhibition, % at 15 µM; in the data active means inhibition above about 15%
Target sequence (Q9NXA8 whole entry, looked up): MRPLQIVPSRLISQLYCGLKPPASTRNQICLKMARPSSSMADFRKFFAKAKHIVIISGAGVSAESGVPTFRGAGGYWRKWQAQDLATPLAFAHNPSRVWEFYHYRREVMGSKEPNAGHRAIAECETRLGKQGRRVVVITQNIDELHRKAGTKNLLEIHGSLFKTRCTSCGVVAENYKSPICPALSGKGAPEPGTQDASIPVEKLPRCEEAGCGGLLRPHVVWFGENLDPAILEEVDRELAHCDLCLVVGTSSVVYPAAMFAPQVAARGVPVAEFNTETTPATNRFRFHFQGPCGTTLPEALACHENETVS
ERp5 block: inhibitors of ERp5-driven insulin aggregation, primary screen, biochemical, turbidity, absorbance 650 nm, single point. actives 0.05% (n = 350,000). Protein disulfide-isomerase A6 (Homo sapiens), Q15084. inhibition, % at 9.99 µM. 90 min;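 active means mean replicate inhibition above about 25%, with every replicate also reaching it, limit read from the data, passing the limit was not always enough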
Target sequence (Q15084 whole entry, looked up): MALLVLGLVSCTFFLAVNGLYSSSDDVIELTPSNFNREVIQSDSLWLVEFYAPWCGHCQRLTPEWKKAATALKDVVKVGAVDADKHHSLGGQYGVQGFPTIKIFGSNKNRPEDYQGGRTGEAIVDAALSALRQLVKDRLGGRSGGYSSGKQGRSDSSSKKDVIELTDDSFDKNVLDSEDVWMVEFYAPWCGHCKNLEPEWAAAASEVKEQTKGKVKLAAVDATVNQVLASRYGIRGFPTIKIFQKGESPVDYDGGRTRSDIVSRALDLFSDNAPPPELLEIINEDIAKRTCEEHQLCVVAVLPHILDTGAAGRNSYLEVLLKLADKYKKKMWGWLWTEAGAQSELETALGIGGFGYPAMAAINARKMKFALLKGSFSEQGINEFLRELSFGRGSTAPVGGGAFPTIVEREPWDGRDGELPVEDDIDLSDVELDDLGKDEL
esBAF inh: Bmi1 luciferase reporter increase in mESCs, primary screen, esBAF inhibitor project, mouse ES cells, Bmi1 luciferase knock-in, single point; reporter increase, % at 12.5 µM; actives 2% (n = 350,000); 24 h; 100% = twice the neutral-well signal; AID 602393, 2012; in the data active means activation above about 40%;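 further: 0% = median of the plate's neutral control wells and 100% = double that signal; a rise in the Bmi1 reporter signal indicates esBAF inhibition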
ARNT TACC3 PPI: disruptors of ARNT/TACC3 protein interaction, primary screen, biochemical, AlphaScreen, single concentration. Transforming acidic coiled-coil-containing protein 3 (Homo sapiens), Q9Y6A5. AlphaScreen His-ARNT PAS-B/GST-TACC3 binding, luminescence; TACC3 fragment carries E629A point mutation. inhibition, % at 9.99 µM. actives 0.66% (n = 390,000);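 active means mean inhibition of replicates at least 50% and at least half of replicates each reaching 50%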;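 further: 0% = complete ARNT plus TACC3 wells and 100% = ARNT alone without TACC3; many hits fall short of the cut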
Statin myotox sup: suppressors of statin myotoxicity in C2C12 myotubes, primary screen, cell-based, single point, plate reader; C2C12 myotubes + simvastatin, ATP luminescence, 48 h; scaled: DMSO 0, geranylgeraniol control 100; rescue of ATP level, % at 7.49 µM; actives 0.78% (n = 330,000); AID 602340, 2012;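 active means mean ATP rescue above about 67%, or every replicate alone reaching that limit, limit read from the data, passing the limit was not always enough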;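 further: myotubes were challenged with 10 µM simvastatin during compound exposure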
Cneo AK release: Cryptococcus neoformans cell lysis inducers, primary screen, AK release luminescence, single concentration; AID 651654, 2012; actives 0.2% (n = 360,000); lysis activity, % at 15 µM; C. neoformans lysis, adenylate kinase release luminescence, 4 h; normalised: neutral wells 0, clomiphene wells 100;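 active means mean lysis activity across replicates of at least 80%, whatever share of replicates individually reach that level; inactive means mean lysis activity below 80%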
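Material – Cryptococcus neoformans yeast cells · Quantity – 5 × 10^6 yeast cells/mL · Buffer or medium – YPD medium · Compound – single dose · Timing – 4 h static compound exposure, 37 °C, read 1 h post-reagent · Signal – adenylate kinase release luminescence · Read-out basis – lysis from increased AK signal · Benchmarks – Clomiphene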
miR-122 sensor: miR-122 Renilla sensor signal increase in Huh7, primary screen, miR-122 inhibitor project, cell-based, single point, plate reader. activation (reporter increase), % at 12.5 µM. actives 0.3% (n = 340,000). Huh7 miR-122 Renilla luciferase sensor, 48 h; neutral wells = 0, positive control = 100;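 active means mean replicate activation score at least 90 and every replicate individually at or above 90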;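 further: higher luciferase means less miR-122 activity so hits act as miR-122 inhibitors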
The depositor's hits bear a star; . = no result given; [ ] = another dose, or the depositor's remark.

Short forms – A = SIRT5 block; B = ERp5 block; C = esBAF inh; D = ARNT TACC3 PPI; E = Statin myotox sup; F = Cneo AK release; G = miR-122 sensor
> COc1ccc(C2=NOC(C(=O)Nc3ccc4c(c3)OCCO4)C2)cc1OC (configuration not stated)
  A: 4	B: -1	C: -7	D: -4	E: 26	F: 0	G: .
> Cc1cccc(C(=O)OCC(=O)c2csc(N3CCCCC3)n2)c1[N+](=O)[O-]
  A: -2	B: 8	C: 3	D: 12	E: -4	F: -5	G: 0
> NC(=O)CC(NC(=O)Cc1ccc(Br)cc1)c1ccc(NCCN2CCOCC2)c([N+](=O)[O-])c1 (configuration not stated)
  A: 0	B: 1	C: 1	D: 1	E: 8	F: 3	G: -9
> C[C@@H]1CN([C@@H](C)CO)S(=O)(=O)c2ccc(-c3cccc(F)c3)cc2O[C@@H]1CN(C)S(C)(=O)=O
  A: 0	B: 0	C: 2	D: 3	E: -9	F: 51	G: 6[16.7 µM]
> Cc1cc2[nH]cnc2c([N+](=O)[O-])c1C
  A: 2	B: 4	C: .	D: -5	E: .	F: .	G: .
> C[C@H]1CCCCO[C@@H](CN(C)Cc2ccccc2)[C@@H](C)CN([C@@H](C)CO)C(=O)c2cc(NC(=O)CCC(F)(F)F)ccc2O1
  A: 4	B: 2	C: -4	D: -11	E: -28	F: -2	G: -3[16.7 µM]
> O=C1CN(C(=O)COC(=O)/C=C/c2ccco2)c2ccccc2N1
  A: -1	B: 2	C: .	D: -4	E: .	F: .	G: 0
> CCCN(C(=O)Cn1c(C(F)(F)F)nc2ccccc21)C1CCS(=O)(=O)C1 (configuration not stated)
  A: 0	B: -1	C: 14	D: -2	E: 5	F: -1	G: .
> COc1cccc(-c2ccc(NC(=O)C3CCCN(Cc4cnc(N(C)C)s4)C3)cc2)c1 (configuration not stated)
  A: -1	B: 4	C: 9	D: 5	E: 26	F: 12	G: .
> COc1ccc(NC(=O)CSc2nncs2)cc1S(=O)(=O)N1CCCCC1
  A: -6	B: 0	C: 9	D: -2	E: 7	F: -1	G: 1

Further entries follow.
Short forms – A = SIRT5 block; B = ERp5 block; C = esBAF inh; D = ARNT TACC3 PPI; E = Statin myotox sup; F = Cneo AK release; G = miR-122 sensor
> CC(NC(=O)c1ccco1)c1ccc2c(c1)OCCO2 (configuration not stated)
  A: .	B: .	C: -3	D: -5	E: .	F: 6	G: -11
> COc1ccccc1NC(=O)C1CCOC1=O (configuration not stated)
  A: 5	B: 2	C: -4	D: .	E: 16	F: 4	G: -5
> CCOCCCN(C(=O)Cn1nnc(-c2ccc(C)o2)n1)C(C(=O)NC1CCCC1)c1ccc(C)o1 (configuration not stated)
  A: -4	B: 2	C: 2	D: -2	E: 9	F: 1	G: -1
> C/C(CC(=O)Nc1ccc(Cl)cc1Cl)=N\NC(=O)C(=O)NCCO
  A: 0	B: 4	C: .	D: -5	E: .	F: -1	G: -6
> Nn1cnc2c([nH]c3ccccc32)c1=O
  A: 1	B: 2	C: .	D: -2	E: .	F: .	G: .
> O=C(Nc1ccc(O)c2c(=O)cc(-c3cccc(Cl)c3)oc12)c1cccc(Cl)c1
  A: .	B: -4	C: 28	D: -3	E: -38	F: 2	G: -2
> CCC(=O)N1C[C@H](C)[C@@H](OC)CN(C)C(=O)c2cc(NS(=O)(=O)CC)ccc2OC[C@H]1C
  A: -6	B: 2	C: -2	D: -6	E: 2	F: -2	G: -3[16.7 µM]
> CCOC(=O)C1CCN(C(=O)c2cccc(NS(=O)(=O)c3ccc(F)c(F)c3)c2)CC1
  A: -1	B: 6	C: 3	D: -2	E: 6	F: -1	G: -6
> O=C1CN(C(=O)/C=C/c2cc(Br)ccc2F)CCN1
  A: -3	B: 3	C: -8	D: -20	E: -8	F: 0	G: .
> C[C@@H]1CN([C@@H](C)CO)C(=O)c2cccc(NS(=O)(=O)c3cn(C)cn3)c2O[C@@H]1CN(C)S(C)(=O)=O
  A: -10	B: -2	C: -1	D: 0	E: -13	F: 2	G: -3[16.7 µM]

(next part)
Short forms – A = SIRT5 block; B = ERp5 block; C = esBAF inh; D = ARNT TACC3 PPI; E = Statin myotox sup; F = Cneo AK release; G = miR-122 sensor
> CCOc1ccc(N/C=C\C(=O)c2ccc3c(c2)OCO3)cc1
  A: -3	B: 2	C: .	D: -2	E: .	F: .	G: .
> Cc1cccc(NC(=O)C(C)N2C(=O)C3C4CC(C(Br)C4Br)C3C2=O)c1 (configuration not stated)
  A: .	B: .	C: -3	D: 5	E: -3	F: 2	G: -3
> COc1ccc(N2CC(C(=O)Nc3nc4ccc(F)cc4s3)CC2=O)c(OC)c1 (configuration not stated)
  A: -1	B: -3	C: .	D: 5	E: .	F: -4	G: .
> COc1ccc(-c2c(C)n([O-])c(C)c(-c3ccccc3)[n+]2=O)cc1OC
  A: .	B: .	C: 6	D: 0	E: 5	F: 0	G: -2
> O=C(CSCc1ccc(F)cc1)NCc1ccco1
  A: .	B: .	C: 7	D: -9	E: -24	F: .	G: -2
> CCCCCCSc1nsc(N)n1
  A: .	B: .	C: 35	D: -1	E: -3	F: 1	G: -2
> COn1c2c(c3c4nonc4ccc31)CCCC2
  A: 2	B: -3	C: -1	D: -5	E: -11	F: 0	G: -8
> CN(C)C(=O)c1c2c(nc3ccccc13)-c1ccccc1CC2
  A: .	B: .	C: -2	D: 3	E: 10	F: .	G: 2
> CCN(CC(=O)Nc1ccccc1OC)C(=O)CN1C(=O)NC(C)(c2ccccc2)C1=O (configuration not stated)
  A: -2	B: -3	C: 2	D: .	E: 0	F: 0	G: 1
> CC(=O)c1cccc(NC(=O)CN2CCc3cc4c(cc3C2)OCCCO4)c1
  A: 1	B: 1	C: 8	D: -1	E: 8	F: -6	G: 0

Profiles, looked up by structure. Screens in order: SIRT5 block	ERp5 block	esBAF inh	ARNT TACC3 PPI	Statin myotox sup	Cneo AK release	miR-122 sensor
O=C(CSCc1ccc(F)cc1)NCc1ccco1 is entered as .	.	7	-9	-24	.	-2
COc1ccc(-c2c(C)n([O-])c(C)c(-c3ccccc3)[n+]2=O)cc1OC is entered as .	.	6	0	5	0	-2
COc1ccc(N2CC(C(=O)Nc3nc4ccc(F)cc4s3)CC2=O)c(OC)c1 (configuration not stated) is entered as -1	-3	.	5	.	-4	.
CC(=O)c1cccc(NC(=O)CN2CCc3cc4c(cc3C2)OCCCO4)c1 is entered as 1	1	8	-1	8	-6	0
CN(C)C(=O)c1c2c(nc3ccccc13)-c1ccccc1CC2 is entered as .	.	-2	3	10	.	2

(further entries)
Short forms – A = SIRT5 block; B = ERp5 block; C = esBAF inh; D = ARNT TACC3 PPI; E = Statin myotox sup; F = Cneo AK release; G = miR-122 sensor
> CC(=O)N1CCN(C(=O)c2cc(S(=O)(=O)Nc3ccc(S(C)(=O)=O)cc3)ccc2Cl)CC1
  A: 1	B: 0	C: .	D: -7	E: .	F: .	G: .
> O=C(CN(C(=O)CCC(=O)Nc1ccccn1)c1ccc2c(c1)OCO2)NCc1ccco1
  A: .	B: .	C: 7	D: 2	E: 3	F: -4	G: -1
> COC(=O)c1ccc2c(=O)n(CCCN3CCOCC3)c(=S)[nH]c2c1
  A: .	B: -5	C: 1	D: -2	E: -3	F: 0	G: -10
> CC(=O)c1ccc2c(c1)N(C)c1ccccc1S2
  A: .	B: .	C: 6	D: 12	E: -2	F: 2	G: -4
> CCCS(=O)(=O)c1ccc(COC(=O)c2ccc(NC(C)=O)cc2)cc1
  A: 3	B: -5	C: .	D: -7	E: .	F: .	G: .
> O=C(COC(=O)c1cccc(OC(F)F)c1)Nc1cc(S(=O)(=O)N2CCCC2)ccc1Cl
  A: .	B: -3	C: 3	D: .	E: 2	F: -1	G: -1
> COc1cc(Br)c(S(=O)(=O)Nc2c(C)n(C)n(-c3ccccc3)c2=O)cc1OC
  A: .	B: .	C: -14	D: -3	E: 5	F: 0	G: 3
> CC(C)C[C@H](NC(=O)CC[C@H]1O[C@@H](n2ccc(=O)[nH]c2=O)[C@H](O)[C@@H]1O)C(=O)O
  A: -4	B: -2	C: 3	D: .	E: -5	F: 0	G: 8
> CCc1nc(SCC(=O)Nc2cc(C)on2)n[nH]1
  A: .	B: .	C: -3	D: -2	E: 18	F: 6	G: 1
> O=C(Cn1cc(C(=O)C2CC2)c2ccccc21)Nc1ccccc1Cl
  A: 0	B: 4	C: -25	D: -4	E: -13	F: 1	G: -6

(next part)
Short forms – A = SIRT5 block; B = ERp5 block; C = esBAF inh; D = ARNT TACC3 PPI; E = Statin myotox sup; F = Cneo AK release; G = miR-122 sensor
> O=C(COc1ncnc2ccccc12)N1CCN(S(=O)(=O)c2ccccc2)CC1
  A: .	B: .	C: .	D: -3	E: .	F: -2	G: 0
> CC[C@@H](C)[C@H](NC(=O)CCc1c(C)c2cc3c4c(oc3c(C)c2oc1=O)CCCC4)C(=O)O
  A: -4	B: 13	C: -33	D: 0	E: -6	F: 0	G: .
> Cc1ccc(-c2cc(C(=O)NCCN3CCOCC3)no2)cc1
  A: .	B: .	C: 2	D: -5	E: -5	F: 1	G: -3
> Cc1nnc(N2C(=O)C(=O)/C(=C(/O)c3ccc4c(c3)OCCO4)C2c2cccc([N+](=O)[O-])c2)s1 (configuration not stated)
  A: .	B: 3	C: 0	D: .	E: 1	F: 2	G: -6
> Cc1ccc(-n2cc(CNCCn3nc(C)cc3C)c(-c3ccc(F)cc3)n2)cc1
  A: 0	B: -3	C: -9	D: 4	E: -117	F: 0	G: 2
> CCN(CC)CCNCC1C(=O)O[C@@H]2C[C@@]3(C)CCC[C@H](C)C3=C[C@H]12 (some centres not stated)
  A: -3	B: 3	C: -2	D: 2	E: -21	F: 2	G: -13
> CC(=O)N(C)C[C@@H]1Oc2cc(C#CCC3CCCC3)ccc2S(=O)(=O)N([C@H](C)CO)C[C@@H]1C
  A: 0	B: -6	C: -3	D: 10	E: 6	F: -1	G: -4[16.7 µM]
> CCCNC(=O)C1CCN(S(=O)(=O)c2c(C)noc2/C=C\c2ccc(OC)cc2)CC1
  A: 0	B: -5	C: 16	D: 0	E: -7	F: -4	G: 3
> COc1ccc(C2C(C#N)=C(SC)NC3=C2C(=O)CC(C)(C)C3)cc1 (configuration not stated)
  A: .	B: .	C: 6	D: -1	E: .	F: -9	G: 9
> NC(=O)c1sc2nc3c(c(-c4cccnc4)c2c1N)CCC3
  A: .	B: .	C: 5	D: 28	E: 16	F: 2	G: -5
> NC(=S)N/N=C1\CC(c2ccc3c(c2)OCCCO3)Oc2ccc(F)cc21 (configuration not stated)
  A: -2	B: 5	C: -4	D: 3	E: 20	F: 3	G: -6
> O=C(NCc1ccncn1)[C@@H]1[C@@H](CO)[C@@H]2Cn3c(ccc(-c4ccccc4)c3=O)[C@@H]2N1CC1CC1
  A: 3	B: -2	C: 0	D: 19	E: -1	F: -8	G: 1[16.7 µM]

Source: PubChem (Broad Institute)
